# Bioassay records: PubChem BioAssay, The Scripps Research Institute Molecular Screening Center
# ADAM17 inh – ADAM17 inhibitors, primary screen, biochemical, QFRET | recombinant ADAM17, EDANS/DABCYL FRET peptide cleavage | Disintegrin and metalloproteinase domain-containing protein 17 (Homo sapiens), P78536 | hit rate 0.83% among 370,000 | inhibition, % at 6.95 µM;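 active = inhibition above the mean of compounds lying between control limits plus 3 SD, set per campaign, cut at about 8.5% in these data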;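 also: 0% = DMSO-only wells as the low control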
# Target sequence (P78536 215-824 limits assumed): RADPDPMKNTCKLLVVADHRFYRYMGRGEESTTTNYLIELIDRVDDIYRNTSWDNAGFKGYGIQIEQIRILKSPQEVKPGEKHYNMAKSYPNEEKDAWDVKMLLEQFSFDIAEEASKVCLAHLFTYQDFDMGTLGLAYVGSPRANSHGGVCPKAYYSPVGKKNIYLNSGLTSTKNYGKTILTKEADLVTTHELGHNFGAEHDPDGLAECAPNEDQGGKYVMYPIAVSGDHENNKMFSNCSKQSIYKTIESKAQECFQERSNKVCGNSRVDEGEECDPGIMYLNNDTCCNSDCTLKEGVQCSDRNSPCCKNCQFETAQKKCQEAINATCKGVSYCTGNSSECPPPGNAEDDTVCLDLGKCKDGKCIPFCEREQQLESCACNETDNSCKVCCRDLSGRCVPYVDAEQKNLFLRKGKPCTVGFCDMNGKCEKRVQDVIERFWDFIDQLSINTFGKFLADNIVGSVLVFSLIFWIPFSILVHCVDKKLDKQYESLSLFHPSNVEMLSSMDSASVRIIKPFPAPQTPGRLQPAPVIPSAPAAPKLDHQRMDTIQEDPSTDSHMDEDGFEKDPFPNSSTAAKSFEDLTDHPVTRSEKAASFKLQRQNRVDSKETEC
# ASAP1 inh – inhibitors of human ASAP1 ArfGAP activity, primary screen, biochemical, fluorescence polarization. inhibition, % at 16.5 µM. hit rate 0.19% among 360,000. Arf-GAP with SH3 domain, ANK repeat and PH domain-containing protein 1 (Homo sapiens), …. ASAP1-stimulated ARF1 GTP hydrolysis, GDP FP detection; in the data active = inhibition above about 25%;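 also: 0% = vehicle with enzyme and substrate and 100% = no enzyme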
# TDP2 absorb – human TDP2 enzyme inhibitors, primary screen, biochemical, epi absorbance, recombinant enzyme. AID 720702, 2013. inhibition, % at 12.8 µM. hit rate 0.34% among 370,000. T5PNP hydrolysis, p-nitrophenol absorbance 415 nm. Tyrosyl-DNA phosphodiesterase 2 (Homo sapiens), O95551;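 active = inhibition above the mean of all tested compounds plus 3 SD, set per campaign, cut at about 25% in these data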;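 also: 0% = DMSO with enzyme and 100% = buffer with substrate but no TDP2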
#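 System: recombinant human TDP2 / Amount: 120 nM TDP2 per well / Also added: 5 mM T5PNP chromogenic substrate / Doses: 12.8 µM single point, 1% DMSO / Incubation: 2 h at 37 °C / Detection: p-Nitrophenol epi absorbance / Evaluation: % inhibition relative to enzyme-containing and enzyme-free wells / Repeats: singlicate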
# LEDGF integ inh – blockers of LEDGF/p75-dependent integrase strand transfer – biochemical, TR-FRET, high throughput, primary screen | TR-FRET IN-LEDGF/p75 DNA integration, Eu/Cy5 | AID 743269, 2014 | HIV-1 integrase (with human LEDGF/p75) | hit rate 0.64% among 370,000 | inhibition, % at 3.7 µM;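 active = inhibition above the screen-wide mean plus 3 SD, cut at about 13% in these data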;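 also: signal is the Cy5 over europium emission ratio at 671 and 618 nm; 0% = plate median of compound wells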
# ARFGAP1 inh – inhibitors of rat ARFGAP1 GAP activity, primary screen, biochemical, fluorescence polarization, GDP tracer; ADP-ribosylation factor GTPase-activating protein 1 (Rattus norvegicus), Q62848; Arfgap1-stimulated ARF1 GTP hydrolysis, GDP FP detection; inhibition, % at 16.5 µM; hit rate 0.26% among 360,000; AID 651572, 2012;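 active = inhibition above a per-plate limit, mean inhibition of low control wells plus 3 SD, cut at about 25% in these data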;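 also: 0% = DMSO wells with enzyme and 100% = wells lacking Arfgap1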
#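 System: truncated rat Arfgap1 GAP domain / Benchmarks: high control wells lacking Arfgap1, low control full reaction with DMSO / Times: compound-enzyme preincubation 20 min, reaction 120 min, detection 60 min, 25 °C / Repeats: one replicate per compound / Also added: human ARF1(Δ1-17)-GTP substrate / Measured by: Tracer-displacement fluorescence polarization with EDTA stop, 620/688 nm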
# Tn7 DDE FP – inhibitors of Tn7 peptide binding to fibrin DD(E), primary screen, biochemical, fluorescence polarization, human fibrin, Tn7 probe; Fibrinogen beta chain (Homo sapiens), P02675; FP displacement of FITC-Tn7 peptide from fibrin DD(E); 0% = median of compound wells per plate; inhibition, % at 8.3 µM; hit rate 0.13% among 370,000;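 active = inhibition above the mean of compounds falling within the control limits plus 3 SD of them, cut at about 14% in these data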;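 also: 0% = plate median of compound wells and 100% = 10 µM Aha-Tn7 peptide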
#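 Also added: labelled Tn7 tracer, 0.1 µM; Assay system: human fibrin DD(E) protein; Amount: 2 µM fibrin DD(E); Schedule: 10 min compound pre-incubation, 3 h probe incubation at room temperature; Repeats: one replicate per compound; Read-out basis: percent inhibition; Measured by: fluorescence polarization of the labelled Tn7 tracer.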
# proKLK7 act – proKLK7 zymogen activators, primary screen, biochemical, fluorescence intensity. Kallikrein-7 (Homo sapiens), P49862. purified proKLK7, EDANS-DABCYL substrate fluorescence; 100% is mature enzyme control, 0% vehicle. activation, % at 7 µM. hit rate 0.9% among 370,000;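 active = activation above the mean of all tested compounds plus 3 SD, computed per campaign excluding outliers beyond control limits, cut at about 13% in these data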
# DDE Tn6 FP inh – inhibitors of Tn6 peptide binding to fibrin DD(E), primary screen, biochemical, fluorescence polarization, human fibrin, Tn6 probe | Fibrin DD(E) TRITC-Tn6 fluorescence polarization displacement | Fibrinogen beta chain (Homo sapiens), P02675 | inhibition, % at 8.3 µM | hit rate 0.21% among 370,000;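 active = inhibition above a per-campaign cutoff: mean of compounds within control limits plus 3 SD, cut at about 15% in these data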;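 also: 0% = median of all compound wells on the plate and 100% = blocking peptide control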
# PLCg1 inh – PLC-gamma1 enzyme inhibitors, primary screen, biochemical, fluorescence, purified enzyme; 1-phosphatidylinositol 4,5-bisphosphate phosphodiesterase gamma-1 (Homo sapiens), P19174; fluorogenic substrate; inhibition, % at 12.2 µM; hit rate 0.84% among 370,000; AID 720700, 2013; in the data active = inhibition above about 9.5%
# ADAM10 inh – human ADAM10 inhibitors, primary screen, biochemical, QFRET, HTS; Disintegrin and metalloproteinase domain-containing protein 10 (Homo sapiens), O14672; recombinant ADAM10, EDANS/DABCYL FRET peptide cleavage, 3 h; inhibition, % at 7 µM; hit rate 0.62% among 370,000;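 active = inhibition above a per-campaign cutoff equal to the mean of compounds falling between control-based bounds plus 3 SD, cut at about 20% in these data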;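 also: 0% = DMSO wells while the 100% control is not disclosed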
# Target sequence (O14672 214-748 limits assumed): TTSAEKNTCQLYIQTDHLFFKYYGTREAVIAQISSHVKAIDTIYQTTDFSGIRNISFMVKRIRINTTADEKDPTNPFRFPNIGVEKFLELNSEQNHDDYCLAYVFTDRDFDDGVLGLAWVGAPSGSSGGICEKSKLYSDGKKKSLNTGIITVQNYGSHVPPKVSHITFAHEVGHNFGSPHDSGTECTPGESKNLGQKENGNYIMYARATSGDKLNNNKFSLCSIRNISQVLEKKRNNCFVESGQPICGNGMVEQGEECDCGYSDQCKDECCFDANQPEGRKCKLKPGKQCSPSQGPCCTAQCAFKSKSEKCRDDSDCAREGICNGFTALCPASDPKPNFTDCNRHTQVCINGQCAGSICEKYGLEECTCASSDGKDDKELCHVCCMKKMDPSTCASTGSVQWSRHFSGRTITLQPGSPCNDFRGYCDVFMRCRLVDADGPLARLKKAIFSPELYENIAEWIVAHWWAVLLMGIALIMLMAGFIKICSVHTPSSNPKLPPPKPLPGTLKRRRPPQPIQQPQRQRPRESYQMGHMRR
# The depositor's hits bear a star; i = inactive. An unsorted share of the library (roughly 4.2% active in at least one column).
SMILES,ADAM17 inh,ASAP1 inh,TDP2 absorb,LEDGF integ inh,ARFGAP1 inh,Tn7 DDE FP,proKLK7 act,DDE Tn6 FP inh,PLCg1 inh,ADAM10 inh
Cc1cc(C)n(CC(O)CN2C(=O)NC(C)(C)C2=O)n1 (configuration not stated),-3,-4,6,4,9,5,-0.3,7,4,0
CCCCC1C(C#N)=C(C)NC2=C1C(=O)CC(C)(C)C2 (configuration not stated),-374,-11,7,-3,4,2,41*,1,i,i
O=C1NC(=O)c2cc(NC(=O)C3COc4ccccc4O3)ccc21 (configuration not stated),-1,3,6,1,12,-2,0.0,-8,-2,-5
Cc1cc(SCC(=O)OCC(=O)c2c(N)n(C)c(=O)n(C)c2=O)c(C)cc1Br,2,-19,-9,3,2,1,0.0,-1,2,3
O=C(COc1ccc(S(=O)(=O)N2CCOCC2)cc1Cl)NCc1ccco1,0,-5,-14,-2,-1,1,0.2,4,4,7
Cc1ccc(S(=O)(=O)N(C)C)cc1NC(=O)C(C)OC(=O)c1ccc2c(=O)n3c(nc2c1)CCC3 (configuration not stated),-18,-8,4,0,9,6,-0.4,-5,-24,-60
CCC1=C(OC(=O)N(CC)CC)N2C(=O)OC(=NCC(=O)OC)[C@]2(Cc2ccccc2)[C@H]2C1=CC[C@H]1C(=O)N(c3ccccc3)C(=O)[C@H]12,0,-10,4,-1,-11,4,0.5,3,-2,0
COc1cccc(-c2nnc3sc(-c4ccco4)nn23)c1,1,-14,-3,-2,6,0,0.5,0,-13,-13
Cn1nnnc1SCC(=O)Nc1ccccc1-c1ccccc1,2,4,-5,8,10,-3,0.2,-3,4,6
O=C(Nc1ccc(/C=C/c2nc3ccccc3o2)cc1)c1c(F)cccc1F,-53,-1,2,1,13,5,-161,-3,-395,-123
CCn1c(=O)c2ccccc2n2c(SCC(=O)NCc3cccs3)nnc12,-5,2,-2,1,0,4,0.4,8,-1,-4
CCc1cccc(NC(=O)CCNS(=O)(=O)c2ccc3[nH]c(=O)oc3c2)c1,1,-7,9,-2,0,-6,0.6,-2,-1,-5
O=C1OCCC1N1C(=O)c2ccccc2S1(=O)=O (configuration not stated),-2,-7,6,-2,-6,5,-0.6,3,-1,-6
O=C(CCl)Nc1cccc(S(=O)(=O)N2CCCCCC2)c1,1,-9,-14,-2,8,2,0.9,1,2,9
CN(Cc1ccccc1)c1ccc(C(CC(N)=O)NC(=O)c2ccccc2)cc1[N+](=O)[O-] (configuration not stated),3,2,-8,1,5,-2,0.7,4,3,15
CCOC(=O)c1ccccc1NC(=O)CSc1nnc(C)c(=O)[nH]1,-2,3,17,0,-10,1,-0.4,3,-2,-1
Cc1csc(=O)n1CC(=O)OCC(=O)Nc1ccc(Cl)cc1F,1,-19,0,0,9,0,-0.4,2,-2,-6
CCCCc1ccc(Nc2nc(CCC)cc(=O)[nH]2)cc1,-2,1,4,-2,-3,10,-1.3,3,-3,8
Cc1cc(Oc2cccnc2)ccc1NC(=O)Cc1c(C)[nH]c2ccccc12,-2,-8,1,-2,2,2,0.2,-5,-15,-4
O=C(CCN1C(=O)C2C3C=CC(C3)C2C1=O)Nc1ccccc1F (configuration not stated),-1,10,7,-2,-14,1,0.3,-2,-1,-4
CC(C)NC(=O)CSc1nc2[nH]ncc2c(=O)[nH]1,-3,-6,-4,-3,-4,-1,-0.1,9,0,-10
O=C(CCn1cncn1)N1CCN(S(=O)(=O)c2ccc(Cl)cc2)CC1,1,-1,-10,2,6,-10,0.0,4,2,-3
CN(C)/C=C(\C#N)C(=O)Nc1ccc(F)cc1,-1,7,-1,-5,4,1,0.0,1,-1,0
COc1ccc(O)c(-c2cc(-c3ccccc3[N+](=O)[O-])[nH]n2)c1,1,15,1,-5,-2,-6,0.5,-4,2,11
CCOc1ccc(S(=O)(=O)N2CCC(C(=O)NC3CC3)CC2)cc1Cl,-1,5,2,-4,3,2,-0.4,8,2,1

# proKLK7 act: hit marks shown above
SMILES,ADAM17 inh,ASAP1 inh,TDP2 absorb,LEDGF integ inh,ARFGAP1 inh,Tn7 DDE FP,proKLK7 act,DDE Tn6 FP inh,PLCg1 inh,ADAM10 inh
CCCCC1C(C#N)=C(C)NC2=C1C(=O)CC(C)(C)C2 (configuration not stated),-374,-11,7,-3,4,2,41*,1,i,i

# (further entries)
SMILES,ADAM17 inh,ASAP1 inh,TDP2 absorb,LEDGF integ inh,ARFGAP1 inh,Tn7 DDE FP,proKLK7 act,DDE Tn6 FP inh,PLCg1 inh,ADAM10 inh
CC(=O)c1ccc2c(c1)OCCOCCOCCOCCOCCO2,-4,-4,-1,-4,-4,0,0.1,8,-2,-5
CS(=O)(=O)N1CCN(c2nc3ccc(Cl)cc3s2)CC1,0,-5,-6,-3,-2,-4,-0.2,5,8,1
CCN(CC)C(=O)C[n+]1cccc(C(N)=O)c1,2,3,-10,3,-2,-12,-0.6,-2,9.6*,8
CCOc1nc(C#N)nc(N2CCCCC2)n1,-4,-4,-6,2,5,-2,-0.4,2,-1,-3
COc1ccc(OC)c(S(=O)(=O)NCCCc2ccccc2)c1,1,6,-12,1,-13,-7,-0.3,0,1,13
Cc1c(CCC(=O)NCC(=O)O)c(=O)oc2cc3occ(-c4ccccc4)c3cc12,-50,-4,-7,1,-4,5,-0.2,3,-71,-108
C[C@H](CO)N1C[C@H](C)[C@H](CN(C)S(=O)(=O)c2ccc3c(c2)OCCCO3)OCc2cnnn2CCCC1=O,-2,-8,9,-4,-13,2,0.0,3,-1,-6
Cc1cccc(N2C(=O)N3[C@H]4c5ccccc5OC[C@@H]4[C@@H](c4ccccc4)[C@@]3(C)C2=O)c1,-2,-2,-3,1,-7,6,-0.3,10,-1,14
Cc1cccc(C(=O)N2CCC(=O)N([C@H](COCc3ccc(Cl)cc3)Cc3ccccc3)CC2)c1,-1,0,2,-5,-1,9,0.0,-9,3,-2
COc1cc(C(=O)OCC(=O)Nc2cc(-c3cc(C)c(C)cc3C)nn2-c2ccccc2)cc(OC)c1OC,1,-7,-5,2,-4,-1,1.0,-1,1,-1
O=c1cc(O)c2sc3nc(C(F)(F)F)c4c(c3c2[nH]1)CCCCC4,-5,2,4,-1,8,-1,0.5,5,-9,-11
O=C(NCCN1CCc2ccccc2C1)C1CCN(S(=O)(=O)N2CCCCC2)CC1,-5,-2,9,4,-1,4,0.2,-4,-2,-7
CC(Sc1nnnn1C)C(=O)Nc1ccc2c(c1)OCCO2 (configuration not stated),-1,4,17,6,1,-4,0.1,1,0,0
Cc1cccc(C(=O)N(Cc2cccs2)C2CCS(=O)(=O)C2)c1 (configuration not stated),-3,-6,22,0,7,4,0.2,-3,0,-3
CC[C@]12c3[nH]c4cc(-c5ccco5)ccc4c3CCN1C(=O)[C@@H](CC(=O)NCCCN(C)C)C[C@@H]2C(=O)N1CCN(C(=O)c2ccco2)CC1,-29,8,-8,0,-3,-10,84*,-1,-81,-107
CC(=O)N1CCN(c2ccc(N3CCN(C(C)=O)[C@@H](C)C3)c(C)c2)[C@@H](C)C1,-2,-7,-3,1,-8,1,-0.1,4,-2,-8
C=CC[C@H]1CC(C)=C[C@H](CC=C)N1,-2,-7,-5,-1,-1,3,0.0,3,-1,-6
COc1ccc(C(=O)COC(=O)C(C)N2C(=O)C3C4CCC(C4)C3C2=O)cc1 (configuration not stated),1,-13,0,3,-1,0,0.1,13,4,10
Cc1ccc(S(=O)(=O)N2CCN(CC(=O)N/N=C/c3ccccc3OCC(=O)O)CC2)cc1,-5,-9,-8,-7,8,2,1.0,1,-5,-6
CC(=O)Nc1cc2c(cc1NC(=O)Cn1nc(-c3ccccc3)ccc1=O)OCCO2,1,-5,-8,7,-3,-2,-0.1,0,5,6
Cc1ccc(C)c(OCC(O)CNC2CCCC2)c1 (configuration not stated),-1,-4,-8,-4,-5,6,0.2,5,-1,3
CCC(=O)N1CCN(c2ccccc2NC(=O)c2ccc(-c3cccc([N+](=O)[O-])c3)o2)CC1,-2,-4,4,1,-5,5,-0.1,-4,-6,-11
CCCCC(=O)Nc1ccc(C(=O)N2CCC(C(=O)OCC)CC2)cc1,2,-4,-8,-2,-4,-7,0.2,1,3,-3
Cc1ccc(NC(=O)CN2CCN(C)CC2)cc1S(=O)(=O)N1CCOCC1,-1,-10,-3,3,0,3,0.3,3,-1,-3
Cc1cc(Nc2ccccc2)n(-c2ccc(Br)cc2)n1,4,-4,2,1,2,3,-0.7,3,1,13
# Additional structures:
SMILES,ADAM17 inh,ASAP1 inh,TDP2 absorb,LEDGF integ inh,ARFGAP1 inh,Tn7 DDE FP,proKLK7 act,DDE Tn6 FP inh,PLCg1 inh,ADAM10 inh
CSc1nc2sccc2c(=O)[nH]1,-7,3,2,-3,-6,8,0.0,10,-1,-4
Cc1cc2ncc(S(C)(=O)=O)c(N)n2n1,-1,3,-13,0,-2,-2,0.6,2,-3,-7
COC(=O)CC1COc2ccccc2N1C(=O)/C=C/c1ccccc1 (configuration not stated),1,1,8,0,3,5,0.1,7,1,-4
CC1CC(N(C(=O)c2ccccc2Cl)c2ccccc2)c2ccccc2N1 (configuration not stated),-6,-10,-12,3,6,3,0.7,10,0,3
COc1ccc(CCNC(=O)C/C(C)=N/NC(=O)C(c2ccccc2)c2ccccc2)cc1OC,4,9,-9,4,9,-7,0.7,1,2,6
COc1ccc(/C=N/NC(=O)CNC(=O)/C=C/c2ccccc2OC)cc1,-19,-4,-6,-5,17,-2,0.7,-2,-6,-42
C=C[C@@H]1c2cccc(C)c2N(S(=O)(=O)c2ccc(C)cc2)[C@H](c2ccccc2)C1(C#N)S(=O)(=O)c1ccccc1 (some centres not stated),-4,-1,-2,-2,7,2,0.1,0,-12,-8
